Source: PubChem BioAssay
MC4R antagonist – antagonists of human melanocortin 4 receptor (MC4R). MC4R-expressing cells, MTII-stimulated cAMP, LANCE TR-FRET. P32245. inhibition, % at 6.5 µM. 0.48% of 360,000 active;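 active = inhibition above its plate's cutoff, the mean of tested wells on that plate plus 3 SD, cut at about 29% in these data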;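 also: 0% = Melanotan II alone and 100% = Melanotan II plus saturating MCL0020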
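System – human MC4R-expressing U2OS cells · Also added – Melanotan II · Dosing – one concentration, 6.5 µM nominal · Timing – 30-min compound, 1-h challenge, 1-h detection, room temperature · Measured by – Eu-cAMP/anti-cAMP TR-FRET, emission 671 nm · Replicates – singlicate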
aDG glyco up – increases alpha dystroglycan glycosylation | AID 624168 | activation, % at 10 µM | 0.22% of 360,000 active | Pro5-aDG cells, alpha-DG glycosylation AlphaScreen (IIH6); 0% Pro5, 100% B10-LARGE cell signal;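 active = activation of at least 8% versus controls, or a plate z-score of at least 8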;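 also: Pro5 are CHO cells carrying HIG-tagged alpha-DG that lacks glycosylation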
Granule exo inh – blocks lytic granule exocytosis | 0.66% of 360,000 active | inhibition, % at 10 µM | TALL-104 LAMP-1 surface exposure, flow cytometry; cells stimulated with thapsigargin and PMA;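 active = inhibition above about 55%, limit read from the data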
ABHD5-PLIN5 inh – inhibitors of human ABHD5-perilipin-5 interaction. Q00G26+Q8WTS1. Split G. princeps luciferase complementation, luminescence, 4 h. inhibition, % at 4 µM. 0.78% of 360,000 active. AID 602281;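 active = inhibition above the mean inhibition across every tested compound plus 3 SD, cut at about 22% in these data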;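 also: 0% = DMSO only wells and the 100% control is not disclosed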
Target sequence (Q00G26 whole entry, looked up): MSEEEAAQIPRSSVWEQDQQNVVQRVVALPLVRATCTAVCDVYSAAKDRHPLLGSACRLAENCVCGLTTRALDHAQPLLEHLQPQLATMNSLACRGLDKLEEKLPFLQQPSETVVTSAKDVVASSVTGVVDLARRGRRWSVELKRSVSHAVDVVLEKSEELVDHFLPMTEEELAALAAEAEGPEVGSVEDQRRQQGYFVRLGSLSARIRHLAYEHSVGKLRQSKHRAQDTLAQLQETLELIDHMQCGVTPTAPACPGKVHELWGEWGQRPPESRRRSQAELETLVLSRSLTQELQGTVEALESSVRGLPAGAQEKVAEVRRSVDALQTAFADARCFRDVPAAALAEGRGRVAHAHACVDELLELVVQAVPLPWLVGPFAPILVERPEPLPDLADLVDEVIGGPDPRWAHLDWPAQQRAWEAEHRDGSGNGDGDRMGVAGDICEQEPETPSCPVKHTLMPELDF
Target sequence (Q8WTS1 whole entry, looked up): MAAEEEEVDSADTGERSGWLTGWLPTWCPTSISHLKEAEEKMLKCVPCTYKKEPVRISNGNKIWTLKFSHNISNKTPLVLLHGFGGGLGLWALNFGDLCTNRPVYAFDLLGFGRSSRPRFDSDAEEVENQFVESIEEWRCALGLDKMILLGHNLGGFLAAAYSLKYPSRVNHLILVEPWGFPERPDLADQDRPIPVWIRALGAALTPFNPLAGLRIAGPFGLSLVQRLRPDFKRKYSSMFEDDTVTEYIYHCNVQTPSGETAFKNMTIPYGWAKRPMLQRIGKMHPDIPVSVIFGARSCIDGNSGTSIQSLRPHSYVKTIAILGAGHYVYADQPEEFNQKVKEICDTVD
m5-HT2A agonist – activates the mouse 5-HT2A serotonin receptor; CHO-K1 mHTR2A beta-arrestin complementation, luminescence; percent of 30 µM serotonin response; activation, % at 7.6 µM; 0.66% of 360,000 active; AID 624169;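 active = activation above a run cutoff, the mean activation of all tested compounds plus 3 SD, cut at about 14% in these data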;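 also: 0% = plate median of compound wells and 100% = 30 µM serotonin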
MC4R barr agon – agonists of human melanocortin 4 receptor (MC4R) beta-arrestin. P32245. U2OS MC4R beta-arrestin complementation, luminescence; percent of melanotan II response, DMSO zero. activation, % at 8.9 µM. 0.98% of 360,000 active. AID 540308;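 active = activation above a per-plate cutoff, the mean activation of sample wells on that plate plus 3 SD, cut at about 8% in these data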
hiPSC survival – enhancers of human iPSC single-cell survival; hiPSC single-cell survival, ATPlite luminescence; 100% = ROCK inhibitor wells, 0% = DMSO; survival enhancement, % at 20 µM; 0.044% of 360,000 active; in the data active = survival enhancement above about 18%;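 also: cells exposed to compounds for 16 hours before the ATP read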
Cardio protect – modulators protecting cardiomyocytes from myocardial damage | H9c2 cardiomyocytes, H2O2 injury protection, ATPLite, 2 h | protection from H2O2 cell death, % at 20 µM | 0.63% of 360,000 active | AID 588492;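 active = compounds giving at least 50% protection of heart cells from peroxide-induced death in the single-dose screen, raw or plate-pattern-corrected value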;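 also: 0% = DMSO wells with peroxide and 100% = DMSO wells without peroxide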
ABCB6 inh MLPCN – inhibitors of human ABC transporter ABCB6 | Q9NP58 | fluorescence ratio to DMSO, % at 10 µM | AID 602162 | K562-ABCB6 porphyrin accumulation, flow cytometry, 1 h; stronger effect = lower value | 0.19% of 360,000 active;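 active = fluorescence ratio to DMSO below 75%, the collection mean minus 3 SD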;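 also: signal is porphyrin accumulated inside mitochondria; 100% equals median channel fluorescence of DMSO control wells; lower ratio means ABCB6 inhibition with less porphyrin fluorescence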
Glyco luc inh – N-linked glycosylation inhibition; D54 ERlucT glycosylation luciferase reporter, 24 h; percent of 100 nM tunicamycin response; reporter increase, % at 12.5 µM; 0.23% of 360,000 active;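 active = mean luciferase reporter signal, scaled so untreated is 0 and the glycosylation-blocking control 100, at or above a set limit in every replicate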;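 also: luciferase carries N-glycosylation sites so blocking glycosylation raises the light; 0% = median of neutral control wells and 100% = median of 100 nM tunicamycin wells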
* hit, by the source's call.

SMILES	MC4R antagonist	aDG glyco up	Granule exo inh	ABHD5-PLIN5 inh	m5-HT2A agonist	MC4R barr agon	hiPSC survival	Cardio protect	ABCB6 inh MLPCN	Glyco luc inh
Cc1cc(C)cc(NC(=O)CSc2nc3c(c(=O)[nH]2)CN(Cc2ccc(F)cc2)CC3)c1	1	0.3	-2	1	0	0.3	-0.7	4	103	1
CCO[C@@H]1OC(C(=O)N2CCOCC2)=C[C@H](c2coc3ccccc3c2=O)[C@H]1CCCO	1	0.3	1	1	9	-0.1	5.0	-2	127	3
Cc1noc(NS(=O)(=O)c2ccc(NC(=O)CSc3nc4c(cc3C#N)CCCCC4)cc2)c1C	-2	0.2	-2	9	2	0.0	5.6	-2	101	-1
COC(=O)Cn1cnc2scc(-c3ccc(C)cc3)c2c1=O	0	0.0	-6	4	-5	-1.7	-0.2	4	101	-1
CCOc1cc(-c2nc(C)c(C(C)=O)n2O)ccc1OCC(=O)Nc1ccc(F)cc1	6	0.0	-4	-1	10	-3.6	-0.7	13	101	0
CNC(=O)c1ccc(OC2CSC2)cc1	2	0.1	-2	0	-3	-0.8	-0.9	-16	90	1
O=C(Nc1ccccc1C(=O)N1CCCC1)c1ccccc1	-2	0.2	3	8	6	-2.2	0.0	5	99	2
COc1ccc(OC)c(NC(=O)CSCc2cnn(-c3ccccc3)c2-n2cccc2)c1	8	0.8	12	1	4	-1.2	-0.2	-4	115	-4
O=C(/C=C/c1ccc2c(c1)OCCCO2)c1ccccc1O	12	-0.2	-3	27*	1	2.6	-1.5	-11	100	-2
O=C(C=C=Nc1ccccc1)C(=O)N=C=Cc1ccccc1	21	-0.2	38	73*	-9	-2.9	-0.3	-12	98	20
CC(C)Cn1c(=O)c2ccccc2n2c(CCC(=O)NCc3ccccn3)nnc12	-1	2.2	-1	1	-4	-1.0	0.7	4	102	1
CCc1ccc(N2CC(C(=O)Nc3ccc(OC)c(S(=O)(=O)N4CCOCC4)c3)CC2=O)cc1 (stereo not drawn)	4	0.0	1	1	0	0.7	1.2	1	97	2
COc1ccc(C(=O)N/N=C/c2ccc(OC(=O)c3cccs3)cc2)cc1	-3	-0.2	-1	-5	0	-1.2	-1.0	-1	101	2
CC1(C)CC(=O)C=C(NNC(=O)C2CCCCC2)C1	11	-0.2	2	0	2	-2.1	-1.5	1	104	1
O=C(CSc1nc2ccccc2o1)NCC1CCCO1 (stereo not drawn)	15	-0.2	-2	0	3	-1.3	-0.6	6	101	1
COc1ccc(NC(=O)CSc2nc3c(sc4ccccc43)c(=O)n2CCCN2CCCC2)cc1	4	2.9	36	2	-3	-0.4	-0.5	-5	97	-10
COc1ccccc1C(=O)NNC(=O)c1ccc(C)cc1	2	0.0	-2	2	-3	-0.7	-0.4	-9	101	1
CCOC(=O)Cc1nnc(NC(=O)COc2ccc(F)cc2)s1	9	-0.2	4	-1	1	-2.2	-1.5	3	101	0
CCCCN(C(=O)c1ccccc1OCc1ccc(F)cc1)c1c(N)n(CCC)c(=O)[nH]c1=O	8	-0.2	-9	0	2	-2.5	-0.4	7	93	0
Nc1ncnc2nn(C3OC(CO)C(O)C3O)nc12 (stereo not drawn)	0	0.2	6	1	2	1.1	-2.1	-5	99	-2
COc1ccc(OC)c(NC(=O)CN2C(=O)NC3(CCCc4ccccc43)C2=O)c1 (stereo not drawn)	6	1.1	8	8	6	-0.9	-0.6	3	101	2
c1ccc(-c2csc(Nc3cccnc3)n2)cc1	4	0.7	0	5	1	0.2	0.3	-17	92	4
OCC(O)C1OC(Oc2ccccc2)C(O)C(O)C1O (stereo not drawn)	-2	-0.3	-3	4	8	-1.9	-1.0	-1	95	-2
Cc1nc2ccccc2nc1CSc1nncs1	6	0.0	3	0	0	-2.0	1.5	4	96	0
CCSc1nnc(-c2cc(Br)ccc2N)c(=O)[nH]1	5	-0.2	-3	-2	5	-2.4	-2.1	-8	102	0
CCOc1ccc(S(=O)(=O)Nc2cccnc2)cc1	-5	-0.2	0	4	3	-2.3	0.4	1	89	2
COc1ccc(-c2oc3cccnc3c2C#CCO)cc1	0	0.2	0	-6	-1	-0.6	-1.1	2	99	4
Cc1ccc(C)c(NC(=S)NNC(=O)c2csc3c2CCCC3)c1	-1	0.1	-2	-3	-7	-0.9	1.8	-7	95	1
Cc1cccc(C)c1NC(=O)COC(=O)c1cc[n+]([O-])cc1	7	-0.2	6	-10	-7	-0.4	0.0	-1	94	2
CCCCn1nnc(NC(=O)c2ccc(-c3ccccc3)cc2)n1	12	-0.1	-1	-4	-8	3.8	2.8	-7	106	-1
O=C(Nc1nc(-c2ccccc2)cs1)c1cccc([N+](=O)[O-])c1	16	-0.4	3	-6	-4	-1.1	1.6	-6	94	3
C=C(C)C(=O)N1CC2(CC(c3cccc(NC(=O)/C(C)=C\C)c3)=NO2)C[C@H]1C(N)=O (stereo partly drawn)	1	0.6	4	3	5	-0.9	-2.0	2	84	1
N#CCCn1cc(C(CC(=O)c2ccc(Br)cc2)C(=O)O)c2ccccc21 (stereo not drawn)	-3	0.0	2	4	4	-1.0	0.0	1	102	1
Cc1ccc(-c2nnn(CC(=O)N(Cc3ccco3)C(C(=O)NC(C)(C)C)c3cccs3)n2)o1 (stereo not drawn)	13	0.7	1	4	5	-1.3	-0.7	0	98	0
COc1ccc2oc(C(=O)OC(C)C(=O)N3C(C)CCCC3C)c(C)c2c1 (stereo not drawn)	0	0.3	18	-2	-4	1.1	-2.6	1	100	2
CCOc1c2ccc(C(=O)N[C@H](C)C3CCCCC3)cc2nn1CCOC	-2	-0.1	-6	4	-6	0.9	-0.9	5	94	2
CN1CCN(Cc2ccc(OCc3ccccc3)cc2)CC1	6	0.2	-2	5	-4	0.0	-0.3	6	100	-12
CC(C)(C)c1ccc(C(=O)NNC(=O)c2ccccc2Br)cc1	5	0.0	0	1	1	-1.7	0.9	-7	105	1
Cn1ccnc1SCC(=O)Nc1nc2ccccc2s1	20	-0.1	-1	2	0	-1.5	-1.5	13	103	1
Cc1ccccc1C(=O)NNC(=O)C12CC3CC(CC(C3)C1)C2	-5	-0.2	0	5	-3	-1.9	-0.5	8	104	-3
CCN(CC(=O)NC(=O)NC1CCCCC1)Cc1nc2ccccc2c(=O)[nH]1	4	0.1	-3	4	-5	1.8	8.2	3	95	-1
Cc1ccccc1NC(=O)Nc1cc(-c2ccccc2)nn1C	4	0.1	-8	-1	2	-0.5	0.4	0	101	2
CC(C)CC(=O)N/C(N)=N/c1nc2ccccc2o1	2	-0.3	-5	-9	-2	-3.9	-0.7	-21	97	-4
COc1ccccc1N(C(=O)c1snc(C(N)=O)c1N)C(C(=O)NC1CCCC1)c1ccco1 (stereo not drawn)	1	-0.1	0	5	9	-0.6	5.7	2	96	-3
CCCC(=O)Nc1ccc(S(=O)(=O)N2CCCC2)cc1	-8	0.7	2	2	9	2.0	-2.5	-1	99	2
O=C(CSc1nnnn1C1CCCCC1)NCc1ccccc1	-3	-0.1	0	2	2	-1.3	-1.8	4	90	-1
CN(C)/C=c1\sc2c(C#N)cc(C(=O)c3ccc(Br)cc3)n2c1=O	3	-0.1	0	0	2	-1.9	-0.4	2	113	1
COc1cc(/C=C/C(=O)Nc2ccc(OC)c(S(=O)(=O)N3CCOCC3)c2)ccc1OCC#N	-3	0.9	28	4	12	-0.3	-1.7	10	90	-2
O=C(NCC1CCCO1)C1C2C=CC3(CN(Cc4cccs4)C(=O)C13)O2 (stereo not drawn)	1	-0.3	1	-7	-1	-4.0	-1.2	-1	99	0
O=C(c1ccccc1)c1ccc(COC(=O)c2cnccn2)cc1	12	-0.1	-2	6	-1	-1.1	-0.5	-2	93	1
Cc1cc(=O)oc2c3c(cc(OCC(=O)NCC(=O)O)c12)OC(C)(C)CC3	-7	0.0	-12	2	0	-0.7	0.4	2	99	0
COCCNC(=S)N(Cc1cccnc1)Cc1ccc(OC)c(OC)c1	-4	-0.4	-1	1	2	3.0	0.8	2	88	2
COc1ccc(S(=O)(=O)N2CCc3cc4c(cc3C2C)OCCCO4)cc1 (stereo not drawn)	5	0.0	-2	0	0	-0.4	0.2	-6	97	3
CC([NH2+][O-])C(C)(C)NO (stereo not drawn)	11	-0.2	2	5	1	0.8	-4.3	4	108	2
Cc1ccc(S(=O)(=O)N(C)C)cc1NC(=S)NCCCn1ccnc1	-6	0.0	-1	3	-1	-1.2	-2.0	3	95	1
CC1C/C(=C\c2ccccc2[N+](=O)[O-])c2nc3ccccc3c(C(=O)O)c2C1 (stereo not drawn)	10	0.0	18	5	-1	-2.0	0.0	0	96	1
COc1ccc(C=C2C=C(C(C)(C)C)C(=O)C(C(C)(C)C)=C2)cc1OC	27	-0.5	55	12	-1	3.7	-0.6	-19	105	5
CCC(=O)c1ccc(OCC(=O)OCC(=O)NC2CCCCCC2)cc1	15	-0.3	-7	-4	-4	-2.7	0.9	7	93	2
CCOC(=O)c1oc2ccc(CNC(C)(C)C)c(Cl)c2c1C	7	0.3	3	-5	-5	-2.3	5.3	2	96	2
COC(=O)c1cccc(CSc2nnc(C)s2)c1	0	-0.3	-2	-5	5	3.2	-0.1	-1	100	1

Another view of some results above.
mol,MC4R antagonist,aDG glyco up,Granule exo inh,ABHD5-PLIN5 inh,m5-HT2A agonist,MC4R barr agon,hiPSC survival,Cardio protect,ABCB6 inh MLPCN,Glyco luc inh
CCN(CC(=O)NC(=O)NC1CCCCC1)Cc1nc2ccccc2c(=O)[nH]1,4,0.1,-3,4,-5,1.8,8.2,3,95,-1
Cc1ccccc1NC(=O)Nc1cc(-c2ccccc2)nn1C,4,0.1,-8,-1,2,-0.5,0.4,0,101,2
CC(C)CC(=O)N/C(N)=N/c1nc2ccccc2o1,2,-0.3,-5,-9,-2,-3.9,-0.7,-21,97,-4

The list continues.
SMILES	MC4R antagonist	aDG glyco up	Granule exo inh	ABHD5-PLIN5 inh	m5-HT2A agonist	MC4R barr agon	hiPSC survival	Cardio protect	ABCB6 inh MLPCN	Glyco luc inh
O=c1[nH]c(=O)c2nnc(N/N=C\c3ccc(O)cc3)nc2[nH]1	-2	0.1	8	2	-4	0.0	1.3	-4	94	0
CC(=O)c1cn(CC(=O)NCc2ccco2)c2ccccc12	1	0.6	2	-4	0	0.8	-0.3	-8	93	-1
CCCCn1c(SCC(=O)Nc2ccc(NC(C)=O)cc2)nc2ccccc2c1=O	20	0.0	-5	-4	-4	-2.0	1.3	7	99	3
CCNC(=O)C1(C)CCCN1C(=O)c1cc(OC)c(OC)c(OC)c1 (stereo not drawn)	-6	0.1	22	2	0	-0.8	1.1	3	104	2
COC(=O)[C@@]1(C)[C@H]2C(=O)N(C)C(=O)[C@H]2[C@H]2CN=C(SCc3ccc(C#N)cc3)N21	4	1.1	0	-4	6	-0.8	3.8	18	95	3
Cc1cc(C)cc(NC(=O)Cn2ncn3c(cc4ccccc43)c2=O)c1	1	-0.1	-2	5	4	1.9	-1.4	5	101	-1
